a7 integrin act = qHTS for Activators of Integrin-Mediated Alleviation for Muscular Dystrophy; alpha7betagal myoblasts, beta-gal FDG fluorescence, 48 h; Potency, µM (doses to about 38.3 µM), inactives show at the top dose activation, most hits filed as activators; 0.064% of 350,000 active; AID 624291, 2012;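 further: potency means the concentration at half of the fitted maximal effect; 100% = response of the positive control SU9516; nearly all actives have a fitted effect of over 60% in size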
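alpha7betagal+/- myoblasts (passage 13, 250/well) treated 48 h at 37C with compounds at 1:260 dilution of DMSO stock. Lysed, then beta-galactosidase activity read as FDG fluorescence (ex 480/em 540) after 30 min, with pre-read for autofluorescence.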
TCR activator = Activators of T cell receptors: qHTS campaign. AID 504894, 2011. 330,000 tested, under 10 active. primary human leukocytes, anti-CD3, IL-2 HTRF, 48 h. Potency, µM (highest dose often 9.22 µM), inactives show at the highest dose activation of IL-2 secretion, most hits filed as activators; further: % of control where 0% means no effect
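IL-2 release read by HTRF sandwich (Eu cryptate donor, d2 acceptor, 665 nm emission) after 48 hr exposure of primary human leukocytes to compound together with anti-CD3 beads in the absence of co-stimulatory signals.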
Mito fusion yeast = qHTS Assay for Small Molecule Inhibitors of Mitochondrial Division or Activators of Mitochondrial Fusion; S. cerevisiae fusion-defective mutant growth rescue, CellTiterGlo 48 h; AID 485298, 2010; 0.23% of 320,000 active; Potency, µM (series often up to 46.1 µM), for the others: at the top dose growth rescue (activation), actives largely listed as activators;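 further: potency means the concentration at half of the fitted maximal effect; % of control where 0% means no effect; nearly all actives have a fitted effect of over 45% in size; temperature-sensitive fusion mutants such as fzo1-1 at 37 °C on non-fermentable ethanol glycerol medium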
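Compounds are tested for their ability to restore growth of mitochondrial fusion-defective yeast strains at non-permissive 37C in YPEG medium over 48 hours. Viability is quantified by luciferase luminescence.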
BCR signal inh = qHTS Assay to Find Inhibitors of Chronic Active B-Cell Receptor Signaling | ABC-DLBCL IkBa-CBG/CBR reporter, luminescence ratio, 4 h | Potency, µM (doses to about 46.1 µM), for the others: at the top dose ratio change, negative = lower green/red ratio, usual class: inhibitors | 0.05% of 340,000 active | AID 493014, 2011; active means well fitted inhibition curve with a large enough effect in the signal ratio, with a control signal flat, not every such curve was filed as active; inconclusive means small, poorly fitted or top-dose-only effect, or effect the other way, or a change in a side signal; the % refers to the signal ratio;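 further: potency means the concentration at half of the fitted maximal effect; plate controls were basal doxycycline-induced cells for no effect and cells given 10 µM MG132 for full effect; MG132 reads +100%, hits lower the ratio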
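TMD8 ABC-DLBCL cells carrying doxycycline-inducible green luciferase fused to IkappaBalpha plus unfused red luciferase were exposed to compounds (up to 46 uM) for 4 hrs at 37C. Activity came from the overlap-corrected green/red luminescence ratio.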
TSHR antagonist = Antagonists of the Thyroid Stimulating Hormone Receptor: HTS campaign. 0.2% of 330,000 active. activity change, negative = inhibition, % at 11.5 µM. TSHR-expressing cells, TSH-stimulated cAMP HTRF, 2 h; active compounds read low. AID 504810, 2011. Thyrotropin receptor (Homo sapiens), P16473;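 active means activity change below a set negative limit, meaning inhibition stronger than a set level, cut at about -70% in these data; inconclusive means activity change between two set negative limits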; further: on the % scale 0 is the no-effect control and ±100 the full control effect
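Cell-based HTRF cAMP assay; TSHR cells + compound, TSH EC80 (4nM final), 2 h, 37 deg C. Lysis with anti-cAMP cryptate and cAMP-d2, 30 min RT, read 665/620 nm.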
ELG1 DNA repair = qHTS screen for small molecules that inhibit ELG1-dependent DNA repair in human embryonic kidney (HEK293T) cells expressing luciferase-tagged ELG1. HEK293T ELG1-luciferase reporter, luminescence, 16 h; DNA damage induced by 5-fluorouridine. Potency, µM (titrated, usually from 46.1 µM), without a hit: at the top dose activity change, negative = inhibition, usual class: inhibitors. 2.3% of 330,000 active; further: potency means the concentration at half of the fitted maximal effect; on the % scale 0 is the no-effect control and ±100 the full control effect; nearly all actives have a fitted effect of over 55% in size
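Reporter activity after DNA damage by 5-fluorouridine is monitored. Compound-treated cells incubate 16 hr at 37 °C, then ONE-Glo is added for 30 min before luminescence reading.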
ASM inhibitor = Inhibitors of Secretory Acid Sphingomyelinase (S-ASM): qHTS; placental ASM, HMU-PC fluorogenic substrate, 60 min; Sphingomyelin phosphodiesterase (Homo sapiens), P17405; AID 504937, 2011; Potency, µM (series often up to 57.5 µM), inactives show top-dose activity change, negative = inhibition, most hits filed as inhibitors; 0.006% of 340,000 active; further: potency means the concentration at half of the fitted maximal effect
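qHTS format. ASM enzyme prepared from human placenta hydrolyses the fluorogenic substrate HMU-PC0 (9 uM final) over 60 min at 37 °C after a 10 min compound preincubation.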
Tb PFK inh = qHTS Assay to Find Inhibitors of T. brucei phosphofructokinase | 0.17% of 330,000 active | AID 485367, 2010 | T. brucei PFK, ADP-Glo luminescence | Potency, µM (highest dose often 57.5 µM), inactives show at the highest dose activity, negative = inhibition, actives largely listed as inhibitors;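 further: potency means the concentration at half of the fitted maximal effect; 0% = uninhibited 1x PFK enzyme wells and -100% = no-enzyme wells; nearly all actives have a fitted effect of over 60% in size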
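Activity is normalized to no-enzyme wells (full inhibition) and 1.25 nM enzyme wells (no inhibition). Reaction: 0.5 mM F6P, 0.1 mM ATP, 45 min RT, ADP-Glo luminescence; concentration-response curves fitted and classed by quality.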
AT treatment = qHTS Assay for Identifying a Potential Treatment of Ataxia-Telangiectasia | […] A-T fibroblasts, KAP-1 phosphorylation AlphaLISA; neocarzinostatin DNA damage 30 min before lysis | Potency, µM (series often up to 57.5 µM), without a hit: at the highest dose activation, most hits filed as activators | 0.19% of 320,000 active; further: potency means the concentration at half of the fitted maximal effect; % of control where 0% means no effect; nearly all actives have a fitted effect of over 45% in size
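ATM-like activity read as KAP-1 phosphorylation via AlphaLISA donor/acceptor antibody pairs after lysis and 6 hr at 25C. Cells were ATM-null patient fibroblasts ([…], hTERT), dosed 60 min, then exposed to the DSB inducer NCS for 30 min.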
TSG101-PTAP inh = qHTS Assay for Iinhibitors of HIV-1 Budding by Blocking the Interaction of PTAP/TSG101; AID 493005, 2010; Fluorescence polarization, FITC-PTAP peptide / Tsg101 binding; Potency, µM (series often up to 115 µM), without a hit: at the highest dose activity change, negative = inhibition, most hits filed as inhibitors; Tumor susceptibility gene 101 protein (Homo sapiens), Q99816; 340,000 tested, under 10 active; active means well fitted inhibition curve with a large enough effect in the main read-out, with a control signal flat, not every such curve was filed as active; inconclusive means small, poorly fitted or top-dose-only effect, or effect the other way, or a change in a side signal; inactive means no such curve, though single readings can be large or run the other way; further: potency means the concentration at half of the fitted maximal effect; % of control where 0% means no effect
Target sequence (Q99816 whole entry, looked up): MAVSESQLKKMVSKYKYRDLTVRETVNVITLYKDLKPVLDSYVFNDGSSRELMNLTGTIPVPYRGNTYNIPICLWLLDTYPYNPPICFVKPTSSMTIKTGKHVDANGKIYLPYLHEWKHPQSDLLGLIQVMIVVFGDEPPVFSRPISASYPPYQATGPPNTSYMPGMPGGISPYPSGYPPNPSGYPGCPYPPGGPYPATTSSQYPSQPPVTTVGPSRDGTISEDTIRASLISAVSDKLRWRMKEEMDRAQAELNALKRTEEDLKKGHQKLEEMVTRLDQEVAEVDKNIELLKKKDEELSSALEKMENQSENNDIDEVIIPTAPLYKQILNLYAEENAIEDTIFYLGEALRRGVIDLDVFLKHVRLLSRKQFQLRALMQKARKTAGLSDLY
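Fluorescence anisotropy tracks displacement of a FITC-tagged PTAP peptide (50 nM) from the Tsg101 binding domain (10 uM), following a 20 min room-temperature incubation at pH 7.5.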
Eya2 phos inh = qHTS Assay for Inhibitors of the Phosphatase Activity of Eya2 | Protein phosphatase EYA2 (Homo sapiens), O00167 | 0.006% of 330,000 active | recombinant Eya2, OMFP fluorescence dephosphorylation (OMFP is methylfluorescein phosphate) | Potency, µM (highest dose often 76.9 µM), without a hit: at the top dose activity, negative = inhibition, most hits filed as inhibitors | AID 488837, 2010; further: potency means the concentration at half of the fitted maximal effect; on the % scale 0 is the no-effect control and ±100 the full control effect
Target sequence (O00167 whole entry, looked up): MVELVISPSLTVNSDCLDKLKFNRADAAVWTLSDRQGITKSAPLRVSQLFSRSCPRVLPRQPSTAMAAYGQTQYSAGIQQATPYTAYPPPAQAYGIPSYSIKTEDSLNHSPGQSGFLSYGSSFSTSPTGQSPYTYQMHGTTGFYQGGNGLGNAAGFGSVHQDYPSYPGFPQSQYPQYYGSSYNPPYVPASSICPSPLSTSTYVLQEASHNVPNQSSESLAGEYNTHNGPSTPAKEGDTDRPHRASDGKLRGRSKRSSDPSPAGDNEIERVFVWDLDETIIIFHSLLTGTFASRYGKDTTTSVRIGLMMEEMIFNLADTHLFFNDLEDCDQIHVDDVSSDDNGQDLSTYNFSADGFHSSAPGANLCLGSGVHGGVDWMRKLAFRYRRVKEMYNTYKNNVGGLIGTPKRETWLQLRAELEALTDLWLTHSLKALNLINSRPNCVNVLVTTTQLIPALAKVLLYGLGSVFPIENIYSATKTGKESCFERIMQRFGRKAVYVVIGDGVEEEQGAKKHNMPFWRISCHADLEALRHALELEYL
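Eya2 (0.2 uM) preincubated 10 min at ambient with compound, then OMFP substrate added at 50 uM; 10 min reaction in 50 mM HEPES pH 7.5, 50 mM NaCl, 5 uM MgCl2, 0.05% BSA, 1 mM DTT. Fluorescence read at Ex 485/Em 525 nm.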
Numbers without * were called inactive; ? = inconclusive; . = no result given; [ ] = another dose, or the depositor's remark. Unless noted, the call rests on the fitted dose curve; in most records, active means well fitted curve in the direction sought with a large enough effect; inconclusive means small, poorly fitted or top-dose-only effect, or another doubt; inactive means no such curve, though single readings can be large; an effect the other way counts as inactive or inconclusive.

SMILES	a7 integrin act	TCR activator	Mito fusion yeast	BCR signal inh	TSHR antagonist	ELG1 DNA repair	ASM inhibitor	Tb PFK inh	AT treatment	TSG101-PTAP inh	Eya2 phos inh
O=C(NCCCN1CCOCC1)c1cccs1	-24%	2%	-2%	?	18	6%	6%	-8%	8%	-9%	9%
O=C(O)c1cccc(NS(=O)(=O)c2cc(S(=O)(=O)c3ccc(Cl)cc3)ccc2Cl)c1	?	1%	0%	5%	2	2%	7%	-2%	-6%	.	10%
CCN(CCO)Cc1cn[nH]c1-c1ccc(C)c(C)c1	21%	-4%	-4%	0%	1	0%	2%	-5%	8%	-2%	7%
CCCN1C(=O)/C(=c2\sc3nc(=O)c(Cc4ccc(C)cc4)nn3c2=O)c2ccccc21	5%	-1%	5%	3%	-8	-9%	5%	-1%	-1%	2%	-4%
O=S(=O)(Nc1ncccn1)c1ccc(NC(=S)NCCc2ccc(Cl)cc2)cc1	-13%	2%	-9%	-24%	-7	2%	-2%	-13%	-1%	0%	2%
CCCC(=O)Nc1c(O)c2ccccc2[nH]c1=O	-8%	0%	4%	-1%	10	?	2%	3%	4%	1%	2%
O=C1CCC2CCCCC2(O)O1 (centres undefined)	15%	-2%	-1%	1%	1	17%	-1%	-4%	2%	-6%	-8%
CC(=O)c1ccc(-c2nc3ccccc3n2C)o1	22%	-6%	-10%	?	10	?	.	-12%	0%	-3%	-18%
Cc1ccc(OCC(=O)Nc2nnc(S(=O)(=O)N3CCCCC3)s2)cc1	0%	3%	0%	7%	2	-5%	2%	-22%	-2%	-3%	-9%
O=C(N1CCN(c2cccc(Cl)c2)CC1)C1(c2cccs2)CCOCC1	35%	3%[46.1 µM]	22%	7%	-3	-26%	0%	6%	-6%	-3%	-23%
O=C(CSc1nnc2ccccn12)c1ccc(Cl)cc1	13%	-12%	0%[9.22 µM]	?	0	?	10%	-1%	3%	-4%	-16%
Cc1nc2ncnn2c(C)c1CCC(=O)NCCC1=CCCCC1	-4%	7%	6%	5%	19	2%	4%	5%	-9%	-5%	-7%
CCOc1ccccc1N1CCN(Cc2ccc(OC)c(OC)c2OC)CC1	-27%	0%[46.1 µM]	2%	?	22	?	1%	-9%	0%	.	-3%
COc1cc(C(=O)Nc2ccc(S(=O)(=O)Nc3onc(C)c3C)cc2)cc(OC)c1OC	18%	-2%	-8%	0%	46	-10%	0%	2%	.	-9%	26%
COc1ccccc1CCNC(=O)c1ccccc1SCC(=O)N1CCCC1	0%	4%	-4%	1%	-1	0%	7%	-5%	8%	0%	10%
CC(=O)Nc1ccc(S(=O)(=O)NNC(=O)c2cccc(Cl)c2)cc1	11%	4%	2%	?	-10	-5%	0%	-19%	1%	-10%	-19%
CCC(CC)c1nnc(NC(=O)c2cccnc2SC)s1	-15%	1%	0%	-12%	-8	0%	0%	3%	-2%	2%	3%
C/C(N)=C(/C#N)C(=O)COC(=O)c1ccccc1O	2%	-6%[46.1 µM]	-6%	0%	-10	30%	4%	0%	3%	-4%	3%
O=C(CCn1c(=O)c2cccn2c2cccnc21)N1CCN(c2cccc(Cl)c2)CC1	-7%	4%	7%	-2%	10	?	-13%	-8%	2%	2%	-7%
CCC/C(=N\NC(=O)c1cccc(C)c1)c1ccccc1	-26%	5%[46.1 µM]	-2%	?	7	7%	1%	1%	2%	-1%	-13%
O=C(NCc1nnnn1-c1ccc(F)cc1)C1CC(=O)N(c2ccc(F)cc2)C1 (centres undefined)	4%	-2%	-5%	?	8	?	8%	-10%	3%	-4%	3%
NC(=O)CSc1nnc(-c2cccc(S(=O)(=O)N3CCOCC3)c2)n1C1CCCCCC1	-48%[inhibitor]	-4%	-3%	1%	-11	6%	-1%	1%	.	-1%	-36%
Cc1ccc(NC(=O)N/C=C/c2ccco2)cc1	6%	-3%	-1%	?	7	?	-5%	?	.	8%	-16%
NC(=O)c1c(NC(=O)c2cccnc2)sc2c1CCCC2	11%	.	2%	?	-22	?	6%	1%	-1%	-10%	0%
CCC1CN(C(=O)N2CCC(C(=O)NCc3cccc(F)c3)CC2)c2ccccc2O1 (centres undefined)	14%	3%	1%	4%	-10	-17%	5%	1%	4%	-4%	-1%
Cc1ccc(SCc2ccc(C(=O)Nc3cccc([N+](=O)[O-])c3)cc2)cc1	-3%	1%	3%	-3%	4	21%	-5%	-4%	18%	-9%	-7%
NS(=O)(=O)c1ccc(CCNC(=O)CSc2ccc3ccccc3c2)cc1	-4%	13%	2%	-4%	-1	?	-2%	-1%	2%	-5%	-3%
O=C(NCc1ccco1)c1cc(-c2ccccc2)nc2ccccc12	2%	5%	16%	-1%	8	-16%	-5%	-2%	2%	-1%	11%
CN(C)C(=O)c1cn(-c2ccccc2)nc1-c1cc2ccccc2o1	3%	-8%	1%	?	6	0%	0%	-11%	5%	-1%	-4%
CCn1c(=S)sc2c(=O)n(CC(=O)NC(C)CCc3ccccc3)c(C)nc21 (centres undefined)	-26%	-12%	0%	-2%	-27	24%	-10%	-4%	-1%	-8%	9%
COc1ccc(OC)c(CNc2c(C=O)c(=O)[nH]c3ccccc23)c1	-7%	-3%	3%	?	-12	-9%	-2%	1%	-5%	-1%	14%
Cc1ccc(Cl)cc1N1CCN(C(=O)c2ccc(NC3=NC4CS(=O)(=O)CC4S3)cc2)CC1 (centres undefined)	-13%	0%	2%	0%	4	-1%	-3%	3%	-6%	-3%	1%
NC(=O)C[C@H](N)c1cn([C@@H](CC(N)=O)C(=O)N2CCNCC2)nn1	-1%	2%	5%	1%	-1	?	7%	-1%	3%	-2%	6%
CNS(=O)(=O)c1cc2c3c(cccc3c1)C(=O)NC2=O	12%	3%	-3%	2%	-2	?	0%	-5%	3%	-9%	-7%
CC(C)OC(=O)c1cccc2c1C(=O)c1ccccc1-2	13%	-3%	0%	17%	-5	?	-9%	-7%	0%	-5%	?
NC(=S)N/N=C/c1ccc(-c2cc(Cl)ccc2Cl)o1	-9%	-5%	11%	?	3	?	17%	2%	-2%	0%	17%
COCC(=O)N1CCC(n2nccc2NC(=O)CCOc2ccccc2)CC1	?	1%	3%	-1%	17	?	-5%	3%	-25%	-4%	0%
O=Cc1c(N2CCOCC2)nc2ccccn2c1=O	9%	7%	6%	-1%	3	-8%	-1%	-6%	-3%	-1%	-10%
NC(=O)Cn1cc(/C=N\NS(=O)(=O)c2ccccc2)c2ccccc21	16%	4%	0%	0%	8	14%	-3%	1%	11%	-3%	-13%
COc1cc(/C=C\C(=O)O)cc(S(=O)(=O)N2CCCCCC2)c1OC	14%	7%	1%	0%	7	4%	9%	1%	3%	-2%	-7%
Cc1cc2oc(=O)cc(CN3CCN(S(=O)(=O)c4cccs4)CC3)c2cc1C(C)C	1%	-1%[46.1 µM]	4%	0%	11	2.3µM*	-5%	-3%	-6%	-7%	-4%
Cc1ccc(S(=O)(=O)Nc2c(C)nc3nc(C)[nH]n3c2=O)cc1	22%	-2%	3%	?	27	9%	5%	-2%	-6%	-10%	2%
COc1ccc(C(C(=O)NC2CCCCC2)N(C(=O)c2cccs2)c2ccc3c(c2)OCO3)cc1 (centres undefined)	3%	8%	2%	-6%	-16	-1%	-2%	3%	4%	-1%	9%
